Screens: PubChem, National Center for Advancing Translational Sciences (NCATS)
ERK EGF inh: qHTS Assay for Inhibitors of the ERK Signaling Pathway using a Homogeneous Screening Assay; Stimulation with EGF; AID 1454, 2008; HEK293-V1b, EGF-stimulated phospho-ERK AlphaScreen; hit rate 0.41% among 130,000; Potency, µM (titrated, usually from 11.5 µM), for the others: top-dose activity change, negative = inhibition, usual class: inhibitors; active = well fitted inhibition curve with a large enough effect; inconclusive = small, poorly fitted or top-dose-only effect, or effect the other way;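 also: plate controls were stimulated vehicle wells for no effect and unstimulated vehicle basal for full effect; nearly all actives have a fitted effect of over 55% in size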
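EGF-stimulated (25 nM, 5 min) phospho-ERK in HEK293 cells stably expressing V1b, cells pretreated 30 min with compound at 37C. Homogeneous AlphaScreen read on lysates.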
* marks the source's active call; other numbers are inactive results; ? = inconclusive; [ ] = dose if it differs, or a comment. Potency is read from the fitted curve at half-maximal effect.

SMILES	ERK EGF inh
COc1ccc(CCN(C)CCC(=O)Nc2ccc(C)cc2)cc1OC	-7%
O=C(NNS(=O)(=O)c1ccc(F)cc1)C1CC(c2cccnc2)=NO1 (stereo unspecified)	10%
CC#CCN1c2ccccc2[C@]23C[C@@H](C(=O)OC)N(C(C)=O)C2=NC(C(=O)OC)=C(C(=O)OC)[C@H]13	-9%[57.5 µM]
COC(=O)c1sccc1-c1ccc(/C=N/OC(=O)c2cccs2)o1	6%[57.5 µM]
COC(=O)c1scc(S(=O)(=O)c2ccccc2)c1N	-6%
CCCc1c(C(=O)Nc2ccc(C(F)(F)F)cc2)cnn1-c1ccccc1	5%[57.5 µM]
O=C1C=C(NCc2ccccc2)c2ccccc2C1=O	-6%
O=C(Nc1ccc(F)cc1)c1cccnc1N1CCOCC1	7%
Cc1ccc(N=C(NO)c2nonc2N)c(C)c1	3%
Cc1ccsc1/C=N/NC(=O)CN1CCN(Cc2ccccc2)CC1	-1%[57.5 µM]
COc1cccc(/C=N/N2CCN(c3ccncc3S(=O)(=O)N3CCCCC3)CC2)c1	-3%
Cc1cccc(CN2CCN(Cc3cccc(-n4cccn4)c3)CC2CCO)n1 (stereo unspecified)	1%
CC1=C(C(=O)O)N2C(=O)C(NC(=O)C(N)c3ccccc3)C2SC1 (stereo unspecified)	22%
CC1=C(C(=O)N2CCCC(C(=O)c3cccc4ccccc34)C2)OCCO1 (stereo unspecified)	2%
Cc1ccc(-c2nc3c(c(=O)c4ccccc4n3C)c(=O)n2-c2ccccc2)cc1	8%
CCOc1ccc(-n2nnnc2SCC(=O)NNC(=O)c2ccco2)cc1	-15%[57.5 µM]
FC(F)(F)c1ccc(C2NCCc3sccc32)cc1 (stereo unspecified)	1%
CC1CCN(S(=O)(=O)c2ccc(C(=O)NCc3ccco3)cc2)CC1	-11%
CCOC(=O)c1c(/N=C/C2C(=O)CC(C)(C)CC2=O)sc2c1CCCC2	-1%
O=C(CCCl)N1CCCC2(CCCCC2)C1	1%[57.5 µM]
C=CCN(CC=C)CC(=O)Nc1ccc(S(N)(=O)=O)cc1	-7%
O=C(CCNC(=O)OCc1ccccc1)NC1CCCCC1	3%
C/C(=N\NC(=O)c1ccc2c(c1)OCCO2)c1ccccc1	-14%[57.5 µM]
Cc1ccc2c(Cl)c(C)c(N3CCCCC3)nc2n1	-2%
C[C@H](NC(=O)Nc1cccc(C(F)(F)F)c1)C(=O)O	-2%

Further compounds.
SMILES	ERK EGF inh
COc1ccc(C(CC(=O)N2CCOCC2)c2c(OC)cc(OC)c3c(-c4ccccc4)cc(=O)oc23)cc1 (stereo unspecified)	-3%[57.5 µM]
CCOC(=O)N1CCN(C(=O)CSc2nnc(COc3ccccc3)o2)CC1	5%
O=C(NCc1ccccc1)C(c1ccccc1)N(Cc1ccc2c(c1)OCO2)C(=O)Cc1cccs1 (stereo unspecified)	7%
CCCC(C)C(=O)Nc1cc([N+](=O)[O-])ccc1F (stereo unspecified)	5%
O=C(c1ccco1)N1CCN(C(=O)c2ccccc2[N+](=O)[O-])CC1	-3%
CCN(c1ccccc1)S(=O)(=O)c1cc(C(=O)Nc2ccc(Br)cc2)ccc1F	-3%
C=CCNC(=O)/C(C#N)=C\c1cc(Cl)c(O)c(OCC)c1	-8%
Cn1ccc(/C=N/N=C2/NC(=O)CS2)n1	-7%[57.5 µM]
Cc1cc(/C=C2/NC(=O)NC2=O)c(C)n1C	-3%[57.5 µM]
CN(Cc1ccccc1)C(=O)CN(c1ccc(F)cc1)S(=O)(=O)c1ccc2c(c1)OCCO2	6%
O=C(NCc1nnc(SCc2ccc(F)cc2)n1-c1ccccc1)C12CC3CC(CC(C3)C1)C2	-6%
Cc1[nH]c(=O)[nH]c(=O)c1S(=O)(=O)N1CCCC(C(=O)NCCC2=CCCCC2)C1 (stereo unspecified)	-1%
COc1ccc(C(=O)N2CCC[C@@]3(CCN(C)C3)C2)cc1	-17%
CCOC(=O)c1c(NC(=O)CSc2ncnc3ccccc23)sc(C(C)=O)c1C	0%
Cc1ccc(N2C(=O)N(c3ccc(C)cc3)C3CS(=O)(=O)CC32)cc1 (stereo unspecified)	-18%
CC/C(=N\NC(=O)C(N)=O)c1ccccc1O	5%
C=C(C)CC(NCCc1ccccc1)c1ccco1 (stereo unspecified)	20%
O=Cc1ccc(OCc2cn3ccccc3n2)cc1	0%
COc1ccccc1NC(=S)NCc1ccc2c(c1)OCO2	3%
CCCOC(=O)c1c(N)sc(C(=O)OCC)c1C	2%
CCOC(=O)N1CCN(C(=S)Nc2ccc(C)c(C)c2)CC1	-5%
COC(=O)c1ccc(C)c(NC(=O)c2ccc(Cl)c([N+](=O)[O-])c2)c1	-6%
O=C(/C=C/c1ccccc1)N1CCN(CCN2C(=O)c3cccc4cccc(c34)C2=O)CC1	0%
Cc1cccn2c(=O)c(C=Nc3ccc(Cl)cc3)c(NCCO)nc12	9%
CCCNC(=S)N1CC2(C)CN(C(=O)C(=O)OC)CC(C)(C1)C2=O	-2%

4 of these compounds in a different format.
> CCN(c1ccccc1)S(=O)(=O)c1cc(C(=O)Nc2ccc(Br)cc2)ccc1F
  ERK EGF inh: -3%

> C=CCNC(=O)/C(C#N)=C\c1cc(Cl)c(O)c(OCC)c1
  ERK EGF inh: -8%

> Cn1ccc(/C=N/N=C2/NC(=O)CS2)n1
  ERK EGF inh: -7%[57.5 µM]

> Cc1cc(/C=C2/NC(=O)NC2=O)c(C)n1C
  ERK EGF inh: -3%[57.5 µM]

More results follow:
SMILES	ERK EGF inh
O=C(COC(=O)c1ccc(Cl)nc1)Nc1ccccc1OC(F)F	-5%
O=C(NCc1ccco1)c1ccc(COc2cccc3ccccc23)cc1	?
Cc1ccc(C)n1-c1cccc(S(=O)(=O)N2CCOCC2)c1	1%
O=C(c1ccc(Cl)c(S(=O)(=O)N2CCCCCC2)c1)N1CCOCC1	-3%
CCC(CO)n1c(SCc2cc([N+](=O)[O-])cc3c2OCOC3)nc2ccccc2c1=O (stereo unspecified)	4%
O=C(Nc1ccccc1)/C(=C/c1ccc2c(c1)OCO2)NC(=O)c1ccco1	6%
CC(C)c1cc(C(C)C)c(S(=O)(=O)NNC(=O)c2ccncc2)c(C(C)C)c1	1%
Cc1c(Cl)cccc1NC(=O)COC(=O)c1c2c(nc3ccccc13)CCN(Cc1ccccc1)C2	23%
CC1CC(=O)Nc2ccccc2N1C(=O)Nc1ccc(F)cc1 (stereo unspecified)	0%[57.5 µM]
NS(=O)(=O)c1ccc(NC(=O)COC(=O)CCC2CCCC2)cc1	4%
Cc1ccc(CNC(=O)COc2ccc3c(c2)CCC3)cc1	25%
C[C@H](O)C(=O)Nc1c(I)c(C(=O)NC(CO)CO)c(I)c(C(=O)NC(CO)CO)c1I	10%[25.7 µM]
COc1ccc(/C=N/NC(=O)Cn2nc(C)c([N+](=O)[O-])c2C)cc1	2%
Cc1cc(C)cc(NS(=O)(=O)c2ccc(NC(=S)NC(=O)c3cccs3)cc2)c1	5%
CC(CCc1ccc(O)cc1)NC1C2CC3CC(C2)CC1C3 (stereo unspecified)	3%
COc1ccc(N2CCN(CCCNC(=O)C3CCC(CNc4nc(=S)[nH]c5ccccc45)CC3)CC2)cc1 (stereo unspecified)	?
Cc1ccc(Nc2nc(CSc3nnc(-c4cccnc4)n3-c3ccccc3F)cs2)cc1	-1%
C=CCc1ccccc1OCCNCc1ccccc1	-2%
CN(C)S(=O)(=O)c1cccc(-c2nnc(SCC(=O)NCCCCCC(=O)O)n2-c2ccc(F)cc2)c1	5%
Cc1nc2c(-c3ccccc3)c(C)[nH]n2c(=O)c1Cc1ccccc1	1%
CCOc1ncccc1C(=O)N1CCN(c2cc(Cl)ccc2C)CC1	0%
O=C(O)c1cc(N/N=C/c2ccc3c(c2)OCO3)ccc1Cl	-5%
CCOC(=O)c1cc2c(ccn2C)n1Cc1ccc(C#N)cc1	1%
COc1ccc(/C=C(\CC(=O)O)c2nc3ccccc3o2)cc1	0%
CCCCNC(=O)CCn1c(=O)c2ccccc2n(Cc2ccccc2C)c1=O	-4%

Seven entries out of the list above, sorted by the value under ERK EGF inh, lowest first:
Molecule	ERK EGF inh
O=C(O)c1cc(N/N=C/c2ccc3c(c2)OCO3)ccc1Cl	-5%
CCCCNC(=O)CCn1c(=O)c2ccccc2n(Cc2ccccc2C)c1=O	-4%
C=CCc1ccccc1OCCNCc1ccccc1	-2%
COc1ccc(/C=C(\CC(=O)O)c2nc3ccccc3o2)cc1	0%
CC(C)c1cc(C(C)C)c(S(=O)(=O)NNC(=O)c2ccncc2)c(C(C)C)c1	1%
CCC(CO)n1c(SCc2cc([N+](=O)[O-])cc3c2OCOC3)nc2ccccc2c1=O (stereo unspecified)	4%
CN(C)S(=O)(=O)c1cccc(-c2nnc(SCC(=O)NCCCCCC(=O)O)n2-c2ccc(F)cc2)c1	5%

(cont.)
SMILES	ERK EGF inh
OC[C@H]1O[C@@H](O[C@@H]2[C@@H](CO)O[C@](O)(CO)[C@H]2O)[C@H](O)[C@@H](O)[C@H]1O	-2%
CC1(C)Cc2cccc(OCC(=O)N3CCN(c4ccc([N+](=O)[O-])cc4)CC3)c2O1	-7%
COC(=O)CNC(=O)COC(=O)/C=C/c1ccc(F)cc1	-4%
CCOCN(C(=O)Cn1c(C(C)O)nc2ccccc21)c1c(C)cccc1CC (stereo unspecified)	-6%
Oc1ccc(Cl)cc1C=Nc1ccccc1Br	-15%
O=S(=O)(c1ccccc1)N1CCC2(CCN(Cc3ccncc3)CC2)CC1	0%
Cc1cc(C)n2c(Br)c(CN3CCCC(C)C3)nc2n1 (stereo unspecified)	3%
COCCNC(=O)CN(C(=O)Cn1nnc2ccccc21)c1ccccc1C	3%
COc1ccc2c(c1)OC13CCN(C)CC1C2C(C(=O)c1ccc(F)cc1)C(=O)N3 (stereo unspecified)	6%
Cc1cc(NC(=O)C2C3C(=O)N(CC4CCCO4)C(C(=O)NCc4ccccc4)C34C=CC2(C)O4)no1 (stereo unspecified)	10%
Cc1cc(N2CCCC2)n2nc(C)nc2n1	-8%
COCCn1c(SCC(=O)N(C)C2CCS(=O)(=O)C2)nc2ccccc2c1=O (stereo unspecified)	-3%
COc1ccc(-c2nn(-c3ccccc3)cc2/C=C(\C#N)C(N)=O)cc1[N+](=O)[O-]	-12%
Cc1ccc(NC(=O)c2cc([N+](=O)[O-])ccc2N2CCOCC2)cc1S(=O)(=O)N(C)C	-7%[57.5 µM]
COc1ccc(CC(NC(C)=O)C(=O)N2CCN(C(=O)Nc3cccc(Cl)c3)CC2)cc1OC (stereo unspecified)	3%
O=C(Cc1cccs1)NNC(=S)NC(=O)c1ccc(F)c(F)c1	1%
COc1cccc(N2CC(=O)Nc3c(oc4nc(-c5ccccc5)cc(C)c34)C2=O)c1	4%[57.5 µM]
Cc1nc(N)nc(Nc2ccc(C#N)cc2)c1Br	-6%[57.5 µM]
O=C(NCc1ccccn1)c1ccc(CNS(=O)(=O)c2ccc(F)cc2)cc1	10%
NC12CC3CC(CC(C3)C1)C2	5%
COc1ccc(-c2ccc(C(C)=O)cc2)cc1[C@H]1[C@@H]2C=CCC[C@@]2(C)C(=O)N1Cc1ccccc1	-4%[57.5 µM]
Cc1ccsc1/C=C1/SC(N2CC(C)OC(C)C2)=NC1=O (stereo unspecified)	1%
O=C(Cc1ccccc1)c1c[nH]c(C(=O)NCCCN2CCOCC2)c1	7%
COC(=O)C1(C(=O)OC)CC2=CCC3C(=O)N(c4ccccc4)C(=O)C3C2Cc2ccccc2[C@@H]1C[N+](=O)[O-] (stereo partly specified)	-12%
CCNC(=O)C(CC(C)C)NC(=O)C(CO)NC(=O)C1CCC(=O)N1 (stereo unspecified)	16%[57.5 µM]

Additional records.
SMILES	ERK EGF inh
COc1cccc(C(=O)N2CCN(C(=O)c3cccc(F)c3)CC2)c1	1%
COc1ccc(/C(=C/c2ccc(OC(F)F)c(OC)c2)C(=O)O)cc1OC	5%
CCOc1ccc(NC(=O)CN(C)C(=O)C2CCCC2)cc1OCC	5%[57.5 µM]
CN1CCN(/N=C/c2nc(-c3ccc(Cl)cc3)n3ccccc23)CC1	12%
Cc1cccn2c(=O)c(/C=C(\C#N)C(=O)NCc3ccco3)c(N3CCCCCC3)nc12	-4%[57.5 µM]
Cc1nc2ccccc2nc1OCC(=O)NCC(F)(F)F	1%
COc1ccc(OC)c(C2/C(=C(/O)c3ccc(C)cc3)C(=O)C(=O)N2Cc2ccco2)c1 (stereo unspecified)	1%
CCN(CC)S(=O)(=O)c1cc(NS(=O)(=O)c2ccccc2)ccc1C	-3%
CC(C)c1ccccc1NC(=O)CC1(CC(=O)O)CCCC1	-2%[57.5 µM]
CCOC(=O)CNC(=O)O[C@@H]1Cc2cc(OC)ccc2O[C@H]1c1cccc(OC)c1	-18%
COc1ccccc1-n1cnnc1SCC(=O)NCC1CCCO1 (stereo unspecified)	-4%[57.5 µM]
COc1ccc(Cl)cc1NC(=O)CSc1nnc(Cc2cccn2C)n1-c1ccc(F)cc1	4%

Reformatted in markdown: entries from further up
| compound | ERK EGF inh |
| --- | --- |
| CCOc1ccc(NC(=O)CN(C)C(=O)C2CCCC2)cc1OCC | 5%[57.5 µM] |
| CN1CCN(/N=C/c2nc(-c3ccc(Cl)cc3)n3ccccc23)CC1 | 12% |
| Cc1cccn2c(=O)c(/C=C(\C#N)C(=O)NCc3ccco3)c(N3CCCCCC3)nc12 | -4%[57.5 µM] |

Not all compounds are listed, so the mix of outcomes need not match the whole.
